Screening data (PubChem)
NPY-Y2 antag = blocks the human neuropeptide Y Y2 receptor; P49146; NPY-Y2 expressing cells, antagonist mode; inhibition, % at 2.7 µM; hit rate 0.99% among 140,000; AID 793; in the data active = inhibition above about 17%;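 also: 0% = vehicle with agonist challenge and 100% = reference antagonist with challenge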
Target sequence (P49146 whole entry, looked up): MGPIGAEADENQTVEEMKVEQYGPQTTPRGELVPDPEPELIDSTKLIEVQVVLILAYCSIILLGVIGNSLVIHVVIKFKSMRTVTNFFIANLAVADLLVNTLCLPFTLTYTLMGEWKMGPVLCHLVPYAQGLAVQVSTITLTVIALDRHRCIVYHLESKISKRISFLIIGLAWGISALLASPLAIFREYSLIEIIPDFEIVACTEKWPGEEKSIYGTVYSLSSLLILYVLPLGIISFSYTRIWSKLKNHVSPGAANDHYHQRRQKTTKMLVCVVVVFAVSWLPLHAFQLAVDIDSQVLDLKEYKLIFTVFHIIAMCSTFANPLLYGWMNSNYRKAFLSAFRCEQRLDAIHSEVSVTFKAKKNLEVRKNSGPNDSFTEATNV
GALR2 antag = GALR2 (human) receptor antagonism. AID 828. hit rate 0.39% among 140,000. GALR2-expressing cells, antagonist mode. O43603. inhibition, % at 4 µM; in the data active = inhibition above about 27%;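 also: cells stimulated with galanin 1-16 at roughly its EC80; 0% = agonist challenge control and 100% = basal control without agonist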
Target sequence (O43603 whole entry, looked up): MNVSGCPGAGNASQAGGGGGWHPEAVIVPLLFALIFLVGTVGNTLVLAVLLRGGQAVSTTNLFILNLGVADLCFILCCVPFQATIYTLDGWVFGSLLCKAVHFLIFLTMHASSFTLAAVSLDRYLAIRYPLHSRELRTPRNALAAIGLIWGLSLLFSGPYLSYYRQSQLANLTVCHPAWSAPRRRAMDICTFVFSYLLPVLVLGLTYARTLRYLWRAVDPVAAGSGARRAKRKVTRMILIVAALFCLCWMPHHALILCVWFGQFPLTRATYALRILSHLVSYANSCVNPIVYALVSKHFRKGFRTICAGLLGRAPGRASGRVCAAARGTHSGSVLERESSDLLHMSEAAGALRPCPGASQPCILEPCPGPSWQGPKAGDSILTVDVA
MRP1 act = MRP-1 activation; H69AR cells + doxorubicin, viability rescue, CellTiter-Glo; viability increase, % at 10 µM; hit rate 0.61% among 140,000; AID 799;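 active = viability gain under doxorubicin at or above a set limit, the compound median plus 3 SD, cut at about 4.7% in these data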;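 also: MRP-1 overexpressing cells given doxorubicin 25 µM after compound pretreatment; 18-22 h compound pretreatment then 72 h with doxorubicin before readout; 0% = doxorubicin-only wells and 100% = vehicle-treated cells without doxorubicin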
Phagocyt inh = macrophage phagocytosis inhibition. hit rate 0.07% among 110,000. inhibition, % at 5 µM. J774A.1 macrophage IgG-bead phagocytosis, imaging. AID 1029;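 active = inhibition above the mean of the plate negative controls plus 5 SD, cut at about 13% in these data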;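 also: phagocytic index as fraction of beads internalized from green versus red external bead signal; plate controls were DMSO negative control for no effect and cytochalasin-D positive control for full effect; some results beyond the cut were filed as inactive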
Yeast growth inh = yeast BB579 growth reduction in restrictive medium. S. cerevisiae BB579 growth, OD615, 48 h. inhibition, % at 10 µM. hit rate 0.51% among 140,000. AID 804;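 active = inhibition above a set limit, 3 SD over the mean compound inhibition, cut at about 44% in these data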; also: inactives centre near -24
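Assay system: S. cerevisiae DeaD strain BB579 yeast. Medium: CSMM-D restrictive synthetic medium containing dextrose (glucose). Times: 4 h cell preincubation, 48 h compound exposure, 30 °C humidified. Signal: OD615 turbidity measurement. Benchmarks: positive control amphotericin B 10 µg/mL.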
HCT116 PTEN-null = suppresses growth of cells with PTEN deletion; HCT116 PTEN-null viability, CellTiter-Glo, 60 h; stronger effect = lower value; hit rate 1.2% among 140,000; AID 827; viability, % at 10 µM;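 active = viability at or below a set limit, 4 SD under the median of all tested compounds, cut at about 3.7% in these data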;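 also: PTEN knockout HCT116 line with beta catenin targeted HCT116 as companion control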
HCT116 bCat-KO = beta-catenin-lacking colon tumor cell growth suppression; viability, % at 10 µM; AID 818; HCT116 beta-catenin knockout viability, CellTiter-Glo, 60 h; stronger effect = lower value; hit rate 1.5% among 140,000;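 active = viability at or under a set limit, the compound median less 4 SD, cut at about 6% in these data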;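 also: 0% = Hyamine 1622 control at 20 µM and 100% = untreated cell control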
Yeast life ext = yeast lifespan extension. inhibition of the nicotinamide effect, % at 10 µM. hit rate 0.68% among 130,000. S. cerevisiae growth with nicotinamide, OD615; deaD strain in restrictive glucose medium. AID 775;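 active = inhibition above a set limit, placed 3 SD over the median of all compounds, cut at about 26% in these data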;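 also: 0% = nicotinamide-treated wells and 100% = cells grown without nicotinamide; some compounds called inactive have numbers as strong as hits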
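Buffer or medium: CSMM-D glucose medium, restrictive; test system: modified budding yeast, DeaD strain; compound: single dose 10 µM compound, 0.25% DMSO; schedule: culture preincubation 4 h, compound exposure 48 h, both 30 °C; detection: optical density (absorbance) at 615 nm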
E-sel TNF inh = blocks E-selectin expression induced by TNF alpha | hit rate 0.71% among 120,000 | HUVEC TNFa-induced E-selectin immunofluorescence, high content | inhibition, % at 2 µM;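 active = inhibition above the batch mean plus 3 SD, and confirmed as a hit on visual image review, cut at about 43% in these data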;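 also: 0% = TNF-stimulated DMSO wells and 100% = unstimulated control wells; not every result past the cut was called active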
Measles CPE = protection of cells from measles virus | Measles virus-infected cells, CPE protection, absorbance | protection (pct of control), % at 4 µM | hit rate 1.5% among 140,000; in the data active = protection mostly above about 24%, no sharp cut-off; inactive = mostly below about 26%; also: some compounds called inactive have numbers as strong as hits
An asterisk follows results filed as active; / = no result given.

mol | NPY-Y2 antag | MRP1 act | E-sel TNF inh | HCT116 PTEN-null | Phagocyt inh | Measles CPE | HCT116 bCat-KO | Yeast life ext | GALR2 antag | Yeast growth inh
CCN1C(=O)c2ccccc2Sc2ccc(C(=O)N3CCC4(CC3)OCCO4)cc21 | 0 | -3.7 | / | 76 | 0 | 3 | 86 | -2 | 1 | -1
CN(C)P1(N(C)C)=NC(C(F)(F)F)=NC(C(F)(F)F)=N1 | 1 | -0.8 | -39 | 99 | 1 | 4 | 95 | -6 | 12 | -54
N[C@@H](Cc1c[nH]c2ccccc12)c1nnc(SCc2ccc(F)cc2)o1 | 5 | -4.5 | -38 | 99 | 2 | 7 | 106 | -18 | 12 | -4
COc1ccc(-n2c(O)c(C(C)=NCCN3CCNCC3)c(=O)[nH]c2=O)cc1 | -2 | -1.3 | 21 | 95 | -1 | 13 | 95 | -4 | 0 | -18
Clc1ccc2c(c1)C(c1ccccc1Cl)=NCc1nnc(N3CCN(CCSc4ccccc4)CC3)n1-2 | 12 | -1.4 | -28 | 82 | / | 10 | 90 | -7 | -6 | -31
O=C(CN1CC=C(c2ccccc2)CC1)Nc1cc(Cl)ccc1Cl | 8 | -2.5 | / | 90 | -2 | 9 | 98 | -4 | 6 | -40
CC(c1ccc(F)cc1)n1cc(C(=O)NCc2ccc3c(c2)OCO3)nn1 (stereo not drawn) | 3 | 1.0 | / | 92 | 0 | 24 | 92 | -3 | 14 | -22
N=c1n(CCO)c2ccccc2n1Cc1ccccc1 | 3 | -3.5 | 6 | 73 | -1 | 6 | 75 | -7 | 15 | 6
CCN(CC)c1ccc(N=Cc2c(O)n(-c3ccc(OC)cc3)c(=O)[nH]c2=O)cc1 | 0 | -0.1 | -10 | 79 | 0 | 6 | 59 | -8 | 0 | -79
COc1ccc(S(=O)(=O)NCc2ccc(C(=O)N3CCC4(CC3)OCCO4)cc2)cc1 | -3 | -1.6 | -2 | 96 | -1 | 2 | 106 | 6 | -2 | -45
N=C1c2ccccc2CN1NC(=O)c1ccc(F)cc1 | 1 | -1.3 | -35 | 95 | -4 | 3 | 97 | -9 | 8 | -19
CC(C)NS(=O)(=O)c1ccc(OCC(=O)N2CCN(Cc3ccc4c(c3)OCO4)CC2)c(Cl)c1 | 3 | -3.3 | 13 | 73 | -3 | 2 | 71 | -6 | -10 | -29
Cc1c(N=Nc2c(O)n(Cc3ccccc3)c(=O)[nH]c2=O)c(=O)n(-c2ccccc2)n1C | 0 | -1.6 | 11 | 8 | -7 | 7 | 9 | -3 | 3 | -20
O=C(NC(Oc1ccccc1)C(Cl)(Cl)Cl)c1ccccc1 (stereo not drawn) | -2 | 0.3 | 5 | 101 | / | 5 | 101 | -6 | 6 | -2
Cc1ccccc1N1C(=O)CC(=O)N(c2ccccc2C)C1=O | 2 | 0.5 | / | 94 | -2 | 15 | 88 | 2 | -13 | -23
COc1ncccc1C(=O)NCC(CC(=O)O)c1ccccc1 (stereo not drawn) | 3 | 0.0 | -29 | 112 | 0 | 8 | 101 | 4 | 12 | -24
CN1CCN(Cc2nc3ccccc3n2C)CC1 | 4 | -2.2 | / | 91 | -2 | 3 | 99 | -1 | 2 | -33
Cc1ccc2c(c1)CCCN2N=O | 1 | -2.1 | 7 | 99 | / | 6 | 96 | -3 | -13 | -20
C#CCNc1ccncc1S(=O)(=O)NC(=O)NC(C)C | 2 | 0.8 | 13 | 100 | / | 23 | 92 | / | -15 | -6
CCCOC(=O)c1c(N)n(Cc2cccs2)c2nc3ccccc3nc12 | 13 | -1.2 | -12 | 83 | -1 | 16 | 75 | 6 | 18 | -34
Cc1ccc(C2NC(=S)NC(c3ccc(C)cc3)C23C(=O)NC(=O)NC3=O)cc1 (stereo not drawn) | 1 | 1.0 | 10 | 113 | 2 | 8 | 103 | -8 | 1 | -16
CN(C)CCc1nn[nH]n1 | -4 | -1.9 | 17 | 96 | / | 14 | 94 | -1 | -6 | -19
COc1ccc(C2SCC(=O)Nc3c2c(=O)[nH]n3C2CCCCC2)cc1 (stereo not drawn) | 1 | -0.4 | / | 72 | -1 | 8 | 71 | -6 | 4 | -32
O=C(c1cccn2c(=O)c3ccc(Cl)cc3nc12)N1CCC2(CC1)OCCO2 | 0 | -3.2 | 9 | 98 | -2 | 14 | 95 | -8 | 9 | -15
CCC1(CC)C(=O)NC(=Nc2cccc(C(F)(F)F)c2)NC1=O | 2 | -0.4 | 21 | 96 | -1 | 15 | 102 | -1 | 2 | -27
C=CCN1C(=O)NC(=O)/C(=C/c2ccc(OC)c(CSc3ccccn3)c2)C1=O | 2 | -2.3 | -5 | 74 | / | 7 | 79 | 4 | 11 | -64
Nc1ccc(N2CCN(Cc3ccccc3Cl)CC2)c(Cl)c1 | -3 | -1.0 | -6 | 89 | 5 | 7 | 80 | -5 | -20 | -63
Cc1ccc(/C=C2/C(=O)NC(=O)N(C)C2=O)cc1 | -1 | 0.8 | -27 | 99 | -2 | 10 | 91 | 2 | 3 | -4
Cc1ccc2cccc(OC(=O)N(C)c3ccccc3)c2n1 | 6 | -0.3 | / | 100 | 0 | 13 | 100 | 2 | 3 | -62
CCOC(=O)C1CCN(/C=C2/C(=O)NC(=O)N(c3ccc(OCC)cc3)C2=O)CC1 | 3 | 0.3 | / | 102 | 0 | 4 | 99 | -5 | 5 | -14

Looked up by structure from above:
mol | NPY-Y2 antag | MRP1 act | E-sel TNF inh | HCT116 PTEN-null | Phagocyt inh | Measles CPE | HCT116 bCat-KO | Yeast life ext | GALR2 antag | Yeast growth inh
O=C(c1cccn2c(=O)c3ccc(Cl)cc3nc12)N1CCC2(CC1)OCCO2 | 0 | -3.2 | 9 | 98 | -2 | 14 | 95 | -8 | 9 | -15
CCCOC(=O)c1c(N)n(Cc2cccs2)c2nc3ccccc3nc12 | 13 | -1.2 | -12 | 83 | -1 | 16 | 75 | 6 | 18 | -34
C#CCNc1ccncc1S(=O)(=O)NC(=O)NC(C)C | 2 | 0.8 | 13 | 100 | / | 23 | 92 | / | -15 | -6
COc1ccc(S(=O)(=O)NCc2ccc(C(=O)N3CCC4(CC3)OCCO4)cc2)cc1 | -3 | -1.6 | -2 | 96 | -1 | 2 | 106 | 6 | -2 | -45
CCN(CC)c1ccc(N=Cc2c(O)n(-c3ccc(OC)cc3)c(=O)[nH]c2=O)cc1 | 0 | -0.1 | -10 | 79 | 0 | 6 | 59 | -8 | 0 | -79

Later entries
mol | NPY-Y2 antag | MRP1 act | E-sel TNF inh | HCT116 PTEN-null | Phagocyt inh | Measles CPE | HCT116 bCat-KO | Yeast life ext | GALR2 antag | Yeast growth inh
O=S1(=O)CC2(N3CCOCC3)CCCCC21 (stereo not drawn) | 3 | -2.2 | -5 | 109 | 0 | 4 | 96 | -25 | 13 | 1
O=P(OCC(F)(F)C(F)F)(N1CCCCC1)N1CCCCC1 | 3 | 1.2 | 8 | 99 | -1 | 7 | 95 | -4 | 3 | -9
Cc1oc(-c2cccs2)nc1CSCC(=O)N1CCC2(CC1)OCCO2 | 3 | -2.7 | 67* | 92 | 1 | 1 | 96 | 1 | -4 | -1
C=C1N2CCC(CC2)C1(O)c1ccc(C)cc1 (stereo not drawn) | 4 | 0.2 | 8 | 96 | -1 | 17 | 97 | 4 | -8 | -17
C/C(Cl)=C/CC1(CN2CCCC2=O)C(=O)NC(=O)NC1=O | -1 | -0.1 | / | 96 | 1 | 22 | 91 | 0 | 1 | -35
CC(C)N1C(=O)/C(=C/C=C/c2ccco2)C(=O)N(Cc2ccco2)C1=O | 0 | -6.8 | 32 | 46 | -1 | 26* | 13 | 50 | -9 | -37
CCC(C)n1c(O)c(/C=N/N2CCOCC2)c(=O)[nH]c1=S (stereo not drawn) | 2 | -1.1 | 35 | 98 | -5 | 7 | 99 | 1 | 2 | 4
C=C1C(O)(c2ccccc2)C2CC[N+]1(C)CC2 (stereo not drawn) | 0 | 1.4 | 2 | 100 | / | 4 | 88 | -15 | -5 | 1
CCOC(=O)c1c(N)n(Cc2ccc(OC)cc2)c2nc3ccccc3nc12 | 7 | -3.2 | -14 | 66 | 0 | 32 | 74 | -13 | -8 | -52
Cn1c(=O)cc(OCC(=O)N2CCC3(CC2)OCCO3)c2ccccc21 | 2 | -1.5 | -22 | 98 | -1 | 7 | 83 | -12 | 4 | -39
CN1CCN(c2ccc(C(N)=O)cc2[N+](=O)[O-])CC1 | 5 | -0.4 | 14 | 100 | -5 | 4 | 103 | 6 | -1 | -21
O=C1CN=C(c2ccccc2)c2cc(Br)ccc2N1Cc1cc(=O)n2ccccc2n1 | -1 | -1.2 | 1 | 83 | -8 | 30 | 84 | 7 | -12 | -43
Cc1c(N=Cc2c(O)n(Cc3ccc(F)cc3)c(=O)[nH]c2=O)c(=O)n(-c2ccccc2)n1C | 3 | 1.1 | 15 | 108 | 1 | 3 | 105 | -4 | -16 | -68
Cc1ccc(CNCCc2ccccc2F)cc1 | 2 | -2.0 | / | 98 | -3 | 3 | 101 | 7 | 10 | -28
CN1CCN(c2ccc([N+](=O)[O-])c(N/N=C3\CN4CCC3CC4)c2)CC1 | 1 | -1.9 | -1 | 87 | / | 7 | 78 | -9 | 10 | -32
CCN(CC)CCN=Cc1c(O)n(CCc2ccccc2)c(=O)[nH]c1=O | -2 | -0.5 | -32 | 96 | / | 15 | 95 | -19 | -1 | -47
COc1ccc(Cn2c(N)c(C(=O)NCc3ccco3)c3nc4ccccc4nc32)cc1OC | 1 | -5.2 | 9 | 24 | 2 | 5 | 22 | -29 | -9 | -44
CC(=NC1CCN(Cc2ccccc2)CC1)c1c(O)n(C)c(=O)n(C)c1=O | 2 | -1.3 | -2 | 103 | -2 | 6 | 99 | -9 | -13 | -50
c1ccc(CN2CCN(Cc3ccc4c(c3)OCCO4)CC2)cc1 | 2 | -3.0 | -24 | 94 | 1 | 4 | 85 | -10 | 9 | -16
O=C(CN1CCOCC1)Nc1ccc(Br)cc1C(=O)c1ccccc1 | 0 | -5.4 | 10 | 95 | / | 6 | 96 | / | 13 | -12
COc1ccc(-c2nc3ccccc3c(=O)n2-c2nccs2)cc1 | -2 | -1.9 | -14 | 82 | -2 | / | 87 | -11 | -18 | -7
OC(c1ccncc1)(c1ccc(F)cc1)c1ccc(F)cc1 | 1 | -1.9 | / | 107 | -5 | 12 | 90 | 5 | 9 | -21
CN1CC=C(c2c[nH]c3ccccc23)CC1 | 2 | -3.3 | -10 | 92 | / | 24 | 96 | 1 | 1 | -10
CN1CCN(c2cc(N3CCCCCC3)c(F)cc2[N+](=O)[O-])CC1 | 3 | -3.0 | / | 76 | -4 | 7 | 75 | 4 | -7 | -66

Only part of the results is shown, so the mix of outcomes need not match the whole.
